Bioassay records as filed in PubChem.
TIM10 inh – TIM10 yeast growth inhibition. S. cerevisiae TIM10 strain growth, BacTiter-Glo luminescence, 24 h. inhibition, % at 10 µM. actives 1.4% (n = 330,000);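 active = inhibition of 40% or more at the single tested concentration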;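 note: wild-type TIM10 isogenic control strain grown at permissive 25 °C; 0% = DMSO yeast wells and 100% = minimal medium wells without yeast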
tim10-1 inh – inhibits growth of tim10-1 mutant yeast; S. cerevisiae tim10-1 ts strain growth, BacTiter-Glo, 24 h; inhibition, % at 20 µM; actives 2.2% (n = 330,000); AID 463190;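 active = inhibition of at least 40%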;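 note: mutant grown at 25 °C; 0% = DMSO wells with yeast and 100% = wells holding no yeast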
697 NFkB inh – lowers PMA/ionomycin-induced NF-kB signal in 697 B cells; inhibition, % at 4 µM; AID 435022; actives 0.33% (n = 330,000); 697 B-cell NF-kB luciferase reporter, 16 h; in the data active = inhibition above about 35%
Mdm2 MdmX PPI – human Mdm2/MdmX binding inhibition | O15151+Q00987 | SaOS-2 split-luciferase Mdm2/MdmX complementation, luminescence | inhibition, % at 8 µM | actives 3% (n = 330,000);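 active = inhibition of at least 50% at 8 µM in the primary screen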
Target sequence (O15151 whole entry, looked up): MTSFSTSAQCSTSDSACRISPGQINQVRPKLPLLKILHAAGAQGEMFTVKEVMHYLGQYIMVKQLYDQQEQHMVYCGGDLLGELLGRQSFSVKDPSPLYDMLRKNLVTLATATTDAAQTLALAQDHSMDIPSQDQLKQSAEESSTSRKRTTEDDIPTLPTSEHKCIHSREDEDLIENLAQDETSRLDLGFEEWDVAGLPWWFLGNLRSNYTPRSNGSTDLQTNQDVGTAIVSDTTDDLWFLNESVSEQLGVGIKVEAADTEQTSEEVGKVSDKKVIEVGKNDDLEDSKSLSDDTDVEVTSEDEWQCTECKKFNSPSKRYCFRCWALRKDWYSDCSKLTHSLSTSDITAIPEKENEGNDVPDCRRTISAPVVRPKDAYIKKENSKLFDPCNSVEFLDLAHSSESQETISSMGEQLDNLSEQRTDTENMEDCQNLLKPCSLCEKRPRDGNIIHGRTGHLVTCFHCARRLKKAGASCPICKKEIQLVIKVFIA
Target sequence (Q00987 whole entry, looked up): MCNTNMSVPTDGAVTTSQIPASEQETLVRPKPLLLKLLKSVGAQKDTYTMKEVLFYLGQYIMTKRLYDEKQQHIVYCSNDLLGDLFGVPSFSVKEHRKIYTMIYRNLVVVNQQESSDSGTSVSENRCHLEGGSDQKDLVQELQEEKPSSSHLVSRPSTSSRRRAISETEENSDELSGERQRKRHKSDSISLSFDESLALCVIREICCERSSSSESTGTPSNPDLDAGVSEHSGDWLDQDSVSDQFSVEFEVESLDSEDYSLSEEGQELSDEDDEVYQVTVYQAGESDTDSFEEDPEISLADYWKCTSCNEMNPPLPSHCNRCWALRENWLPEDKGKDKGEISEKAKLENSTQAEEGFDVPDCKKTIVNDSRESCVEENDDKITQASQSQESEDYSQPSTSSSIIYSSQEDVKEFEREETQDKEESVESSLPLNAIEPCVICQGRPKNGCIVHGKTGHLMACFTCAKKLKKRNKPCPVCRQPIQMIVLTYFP
XBP1 UPR activ – adaptive UPR (XBP1) activation. activation, % at 20 µM. CHO-XBP1 luciferase reporter, IRE1-XBP1 UPR activation, luminescence; percent of tunicamycin response, DMSO as zero. actives 0.33% (n = 330,000);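 active = versus positive control, 20 µM dose yields 30% or more activation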;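 note: 100% = tunicamycin at 10 µg/mL and 0% = DMSO only wells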
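Assay system: CHO-XBP1 luciferase reporter cells; Schedule: 6 h treatment, 37 °C; Detection: glow luminescence from Steady-Glo reagent; Benchmarks: high control tunicamycin 10 µg/mL final, low control DMSO vehicle only.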
UPR CHOP act – apoptotic UPR (CHOP) activation. activation, % at 10 µM. CHO-CHOP luciferase reporter, luminescence; percent of tunicamycin response over DMSO baseline. actives 0.34% (n = 330,000);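 active = at 10 µM dose, activation of 40% or more, normalized to positive control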;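 note: 100% = tunicamycin at 10 µg/mL and 0% = DMSO alone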
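System: CHO CHOP reporter cells. Amount: 500 cells per well. Buffer or medium: F12 medium, 10% FBS. Compound dosing: one dose, 10 µM in 0.5% DMSO. Incubation: 6 h compound exposure at 37 °C after overnight seeding. Technique: Steady-Glo luciferase luminescence. Benchmarks: tunicamycin and DMSO controls.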
Jurkat NFkB inh – inhibitors of the PMA/ionomycin-induced NF-kB reporter in Jurkat cells. actives 0.53% (n = 330,000). PMA/ionomycin-induced NF-kB luciferase reporter, luminescence. AID 435003. inhibition, % at 4 µM; in the data active = inhibition above about 50%
tim23-1 inh – tim23-1 yeast growth inhibition. S. cerevisiae tim23-1 growth, BacTiter-Glo luminescence, 24 h. inhibition, % at 20 µM. actives 1.3% (n = 330,000). AID 463212;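 active = growth inhibition of the mutant yeast at or above 50%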;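 note: temperature-sensitive mutant grown at 25 °C; plate controls were DMSO-treated mutant yeast for no effect and medium wells lacking yeast for full effect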
An asterisk follows results filed as active.

SMILES	TIM10 inh	tim10-1 inh	697 NFkB inh	Mdm2 MdmX PPI	XBP1 UPR activ	UPR CHOP act	Jurkat NFkB inh	tim23-1 inh
COc1ccccc1-c1cc(C(=O)NC2CCN(C)CC2)c2ccc(Cl)c(C)c2n1	13	-17	20	99*	17	13	44	-12
COc1ccc(OC)c(NC(=O)CSc2ccc(-c3ccco3)nn2)c1	14	27	-18	10	-4	-0.2	45	32
COc1ccccc1NC(=S)NNC(=O)c1ccccc1Br	24	26	-58	-121	2	0.5	-23	27
COc1cc(C(=O)N/N=C/c2cccc(Oc3ccccc3)c2)ccc1O	17	27	6	16	0	2.3	-4	34
CCN(CC)Cc1c(O)ccc2c(=O)c(-c3ccccc3)coc12	5	4	-42	-37	2	1.9	-13	1
O=C(CCc1ccc(S(=O)(=O)N2CCOCC2)cc1)Nc1nccs1	4	1	10	27	-4	-1.4	21	6
CC(C)[C@H]1CN(C)CCN1Cc1cn(C)nc1-c1cccc(Cl)c1	-11	-7	9	28	-2	-2.3	1	8
COC(=O)NNC(=O)COc1cc(C)c(Br)cc1C(C)C	-18	-15	-2	21	-2	-0.9	-10	-4
COc1ccc(CNC(=O)c2ccc(NS(=O)(=O)c3ccc4[nH]c(=O)[nH]c4c3)cc2)cc1OC	5	-2	10	-21	0	0.4	-12	-5
CCn1cc(CNC(=O)CCc2nnc(CCC3CCCCC3)o2)cn1	10	5	-6	-14	-1	-2.1	-1	8
CCOC(=O)C(CCCCCCC(NC(C)=O)(C(=O)OCC)C(=O)OCC)(NC(C)=O)C(=O)OCC	-7	-2	6	8	-3	-1.3	-11	7
CCN(CC)CCC(=O)N1c2ccccc2CCc2ccc(NC(=O)OC)cc21	-6	-4	-6	6	-1	-0.2	-14	-9
O=C(NCCc1c[nH]c2ccccc12)c1ccc2nc[nH]c2c1	-8	4	-11	-7	2	3.8	-17	11
O=C(Nc1ccccc1Cl)C1CC(=O)N(Cc2ccco2)C1 (stereo not drawn)	-2	6	18	-13	-1	3.5	12	9
C/C(=N\NC(=O)CCCNc1ccccc1)c1ccncc1	13	-9	-12	6	-1	-1.0	-7	-3
O=C(Cc1cccc(C(F)(F)F)c1)NCc1ccc(Cl)cc1Cl	14	10	8	33	-1	0.8	3	-3
Cc1ccc(S(=O)(=O)/N=C2\C=C(Nc3cccc(C(=O)O)c3)C(=O)c3ccccc32)c(C)c1	7	44*	-42	37	-10	8.9	-13	35
O=C(COC(=O)CCc1c[nH]c2ccccc12)Nc1cc([N+](=O)[O-])ccc1Cl	9	17	7	28	-2	1.1	8	4
CC(=O)Nc1ccc(S(=O)(=O)Oc2ccc(/C=C3\SC(N)=NC3=O)cc2)cc1	7	3	11	36	2	-1.1	2	7
O=C(O)C1CCCN1S(=O)(=O)c1ccc2[nH]c(=O)c(=O)[nH]c2c1 (stereo not drawn)	2	-2	10	9	-2	3.3	12	-6
COc1ccc(C(=O)NC2CC2)cc1OC1CCN(Cc2ccc(F)cc2)CC1	4	2	-7	18	-3	1.2	18	5
CCCc1nc(SCC(=O)c2ccccc2)c2c(=O)n(C)c(=O)n(C)c2n1	-16	-24	-35	6	-2	0.7	-30	39
CC(=O)O[C@]1(C(C)=O)CCC2C3C=C(C)C4=CC(=O)CC[C@]4(C)C3CC[C@@]21C (stereo partly drawn)	2	26	-8	-6	-2	3.1	-4	33
COc1ccccc1CNC(=O)C(=O)NCC1OCCN1S(=O)(=O)c1ccc(Br)cc1 (stereo not drawn)	15	31	2	7	-6	1.0	4	23
CCC(C)C(=O)Nc1nnc(CCc2ccccc2)s1 (stereo not drawn)	-18	-29	-9	9	0	-0.5	-23	-3
O=C(Nc1ccccc1)c1c2c(nc3ccccc13)CCCC2	-5	9	-3	-11	-1	-1.1	4	-5
C/C(CCc1ccccc1)=N/NC(=O)C(=O)NCc1ccccc1	2	14	15	-8	-3	0.8	10	11
Cc1cc(NC(=O)CC#N)n(-c2ccccc2)n1	5	-2	18	-3	1	-1.3	5	1
COc1ccc(C2=NN(c3nc(-c4ccc(CNC(C)=O)cc4)cs3)C(c3ccco3)C2)cc1 (stereo not drawn)	8	6	-10	42	10	5.8	-12	13
COC(=O)C1(C)NC(c2ccco2)C2C(=O)N(c3ccc(C)cc3)C(=O)C21 (stereo not drawn)	4	-1	11	17	1	-1.4	-1	11
O=C(c1c(Cl)cccc1Cl)N1CCN(c2ncccn2)CC1	10	4	14	-34	-5	2.3	10	19
Cc1cc(=O)[nH]c2n[nH]c(-c3ccccc3)c12	-8	7	-14	-13	-4	1.7	-8	6
Cc1ccc(-n2c3nc(=O)n(C)c(=O)c-3cc3ccccc32)cc1	7	8	-1	21	-4	-1.7	-18	15
Cc1ccc(C(=O)CC(=O)c2cc(Cl)ccc2O)cc1	24	29	-124	-22	4	24	-104	22
Cn1c(SCc2ccc(Cl)cc2)nc(C(F)(F)F)cc1=O	11	-5	-8	26	0	-1.2	-6	11
COc1ccc(S(=O)(=O)Nc2ccc3c(c2)N(C(C)=O)CCC3)cc1	3	-8	-27	14	0	1.2	17	3

Four entries drawn at random from those above:
SMILES	TIM10 inh	tim10-1 inh	697 NFkB inh	Mdm2 MdmX PPI	XBP1 UPR activ	UPR CHOP act	Jurkat NFkB inh	tim23-1 inh
O=C(c1c(Cl)cccc1Cl)N1CCN(c2ncccn2)CC1	10	4	14	-34	-5	2.3	10	19
CCC(C)C(=O)Nc1nnc(CCc2ccccc2)s1 (stereo not drawn)	-18	-29	-9	9	0	-0.5	-23	-3
Cc1cc(NC(=O)CC#N)n(-c2ccccc2)n1	5	-2	18	-3	1	-1.3	5	1
Cc1ccc(-n2c3nc(=O)n(C)c(=O)c-3cc3ccccc32)cc1	7	8	-1	21	-4	-1.7	-18	15

Next section
SMILES	TIM10 inh	tim10-1 inh	697 NFkB inh	Mdm2 MdmX PPI	XBP1 UPR activ	UPR CHOP act	Jurkat NFkB inh	tim23-1 inh
Cc1sc(NC(=O)c2ccco2)c(C(Nc2ccccn2)c2ccccc2)c1C (stereo not drawn)	25	40	-3	22	-2	-0.6	-16	33
Cc1cc(N(C)C)c(C#N)c(=O)[nH]1	5	4	-10	5	-2	2.8	-1	5
CC(=O)c1c(N2CCN(Cc3ccccc3)CC2)nc(=S)n(-c2ccccc2)c1C	7	-1	9	3	0	0.3	8	6
CCCCCN(C(=O)NC(=O)Nc1nncs1)S(C)(=O)=O	-3	1	-5	-23	0	0.8	-9	18
NC(=O)C1CCN(C(=O)c2cc3ccccn3n2)CC1	-11	-14	-8	-20	-1	0.3	6	-7
CCC(C)(C(=O)NC1CCCC1)N(C)C(=O)c1ccccn1 (stereo not drawn)	-3	19	10	21	-2	0.1	8	-9
CCCc1cc(=O)[nH]c(SCc2ccc(F)cc2)n1	-6	13	-10	16	-3	0.7	-22	28
O=C(N/N=C/c1cccc(F)c1)c1csc2c1CCCC2	25	30	-132	-128	0	3.7	-86	63*
O=C(CCC(=O)Nc1ccccc1Cl)NN=C1CCCC1	-6	5	22	8	-4	-2.0	15	-4
O=C(COC(=O)/C=C/c1cccc(Cl)c1)NCc1cccs1	7	0	6	27	-3	-1.1	-5	4
CC(=O)c1c(C)[nH]c(C(=O)OCC(=O)N2c3ccccc3NC(=O)C2(C)C)c1C	-9	13	7	-8	0	1.2	5	4
O=C(CCCN=C1NS(=O)(=O)c2ccccc21)OCC(=O)c1ccccc1	0	-21	9	-4	1	0.6	-4	-7

Compound profiles, from the list above.
CCCCCN(C(=O)NC(=O)Nc1nncs1)S(C)(=O)=O is entered as TIM10 inh: -3; tim10-1 inh: 1; 697 NFkB inh: -5; Mdm2 MdmX PPI: -23; XBP1 UPR activ: 0; UPR CHOP act: 0.8; Jurkat NFkB inh: -9; tim23-1 inh: 18
O=C(CCCN=C1NS(=O)(=O)c2ccccc21)OCC(=O)c1ccccc1 is entered as TIM10 inh: 0; tim10-1 inh: -21; 697 NFkB inh: 9; Mdm2 MdmX PPI: -4; XBP1 UPR activ: 1; UPR CHOP act: 0.6; Jurkat NFkB inh: -4; tim23-1 inh: -7

Continued:
SMILES	TIM10 inh	tim10-1 inh	697 NFkB inh	Mdm2 MdmX PPI	XBP1 UPR activ	UPR CHOP act	Jurkat NFkB inh	tim23-1 inh
CSCCC(NC(=O)c1ccc(Cl)cc1Cl)C(=O)OCC(N)=O (stereo not drawn)	6	3	14	21	-3	0.0	20	-11
Cc1cccc(NS(=O)(=O)c2cc(OCC(N)=O)c(C)cc2Cl)c1	-13	8	-26	28	-2	-0.8	-17	-3
COCCN(C(=O)COC(=O)c1ccccc1Nc1ccccc1)c1c(N)n(Cc2ccccc2)c(=O)[nH]c1=O	1	0	12	47	0	-0.9	14	10
Cc1ccccc1-c1nc(CS(=O)(=O)CC(=O)NCCCN2CC(C)CC(C)C2)c(C)o1 (stereo not drawn)	-1	-16	-20	39	-4	-0.7	-8	-13
O=C(CCCCO)c1ccc(O)c(Cl)c1	-8	-23	13	12	0	-2.5	-11	2
CCCC(=O)Nc1ccc2c(c1)nc(CN1CCCCC1)n2C	10	7	-1	-12	-3	0.4	-5	0
COc1ccc(OC)c(NC(=O)CCN2CCN(c3ccccc3F)CC2)c1	-9	12	0	17	0	1.8	5	7
O=c1c(Oc2ccccc2Br)c(C(F)(F)F)oc2c(CN3CCCC3)c(O)ccc12	8	24	2	4	0	1.4	-12	-14
CC1(C)CC(=O)C=C(NNC(=O)c2cccnc2)C1	11	20	15	18	2	0.6	5	0
Cc1ccccc1-n1nnnc1SCC(=O)NCC1CCCO1 (stereo not drawn)	-19	11	12	8	-1	-0.7	6	0
Cc1ccc(CC(=O)N2CCN(c3cccc(C(F)(F)F)c3)CC2)cc1	-8	1	5	-3	-6	0.3	-5	13
COc1cccc(CN2CCN(Cc3nc4c(s3)CCCC4)CC2CCO)c1 (stereo not drawn)	-10	15	-20	16	-3	-1.2	-5	9
Cc1cc2c(cc1S(=O)(=O)NCCc1ccccc1)NC(=O)CO2	10	16	-23	-14	1	0.8	-8	13
O=c1cc(-c2cccc(Br)c2)oc2cccc(O)c12	1	-3	-18	49	7	0.1	-1	6
O=C(CSc1nnc(COc2ccccc2F)n1-c1ccccc1)NCc1ccco1	5	14	28	13	-7	-2.2	3	14
CCOC(=O)C1CCN(C(=O)CSc2n[nH]c(=O)[nH]c2=O)CC1	1	11	21	-14	4	0.1	9	6
COCCN=C1Sc2nc3cc(C)c(C)cc3cc2CN1Cc1cccs1	19	7	-10	-29	-2	3.8	-33	29
COc1ccc(/C=C/c2nc(C#N)c(NCCN(C)C)o2)cc1OC	6	13	-60	6	-2	2.3	-29	15
COc1ccc(Nc2nc(OC)nc(N3CCOCC3)n2)cc1	-6	3	11	11	0	3.6	-6	8
COc1ccc(CNC(=O)NC(C)(C)c2cccc(C(C)(C)NC(=O)NCc3ccc(OC)cc3)c2)cc1	-19	-15	16	16	-4	-0.3	-1	-7
O=S(=O)(c1ccc(F)c(F)c1)N1CCC2(CC1)OCCO2	5	17	11	7	-6	1.7	17	4
O=C(CN1CCN(S(=O)(=O)c2ccc(Br)cc2)CC1)Nc1ccccc1F	-16	22	-13	10	4	-2.0	-15	17
COc1ccc(C(=O)NCc2ccc(C)cc2)cc1S(=O)(=O)N1CCCc2ccccc21	18	16	-47	-6	3	1.5	-23	24
O=C(NNC(=O)c1ccncc1)NC1CCCCC1	10	3	9	10	-1	2.1	7	-10
COc1ccc(C(=O)NCCc2nnc(SCC(=O)Nc3ccc(Br)cc3)n2C)cc1	5	6	29	-5	4	1.3	-1	-9
COc1ccc(NS(=O)(=O)c2cccc(C(=O)N3CCN(C(=O)c4ccco4)CC3)c2)cc1	3	-13	9	-4	0	-0.5	2	-1
CCn1nc(C)c(NC(=O)CSc2nnc(-c3ccco3)n2C)c1C	0	3	15	18	-6	4.1	5	1
CC(=O)C1C(c2ccc(O)cc2)NC(=O)NC1(O)C(F)(F)F (stereo not drawn)	-3	-3	2	-12	-1	-0.5	16	2
COC(=O)c1ccccc1NC(=O)c1cc(-c2ccc(O)cc2)on1	-1	4	-35	11	-4	1.2	38	8
Cc1ccc(NC(=O)c2ccco2)c([N+](=O)[O-])c1	-1	19	-23	-53	0	2.3	-51	7

Hits appear at their usual frequency, and some 6.6% of all compounds hit somewhere here.
